Bioassay records deposited in PubChem by Broad Institute.
BioA inh: inhibitors of Mycobacterium tuberculosis BioA enzyme. purified M. tuberculosis BioA enzyme, plate reader. inhibition, % at 9.99 µM. actives 0.096% (n = 360,000). AID 602481; in the data active = inhibition above about 40%
The depositor's hits bear a star.

The opening 6 compounds as a preview:
COc1ccc(S(=O)(=O)N(C)C[C@H]2Oc3c(NS(=O)(=O)c4ccc(Cl)cc4)cccc3C(=O)N([C@H](C)CO)C[C@@H]2C)cc1
  BioA inh: -0.3
COCC(=O)N[C@@H]1C=C[C@@H](CC(=O)NCc2ccc(Cl)cc2)O[C@H]1CO
  BioA inh: -1.4
CCCC#Cc1ccc2c(c1)O[C@@H](CN(C)C(=O)c1ccccc1)[C@@H](C)CN([C@H](C)CO)S2(=O)=O
  BioA inh: -0.4
COc1ccc(NC(=O)N2C[C@H](O)COC[C@@H]3O[C@H](CC(=O)N4CCOCC4)CC[C@H]32)cc1
  BioA inh: 33
C[C@@H]1CCCCO[C@H](CN(C)C(=O)Nc2ccccc2)[C@H](C)CN([C@@H](C)CO)C(=O)c2cc(NC(=O)NC3CCCCC3)ccc2O1
  BioA inh: -0.5
CCN1C[C@@H](C)[C@H](OC)CN(C)C(=O)c2ccc(NC(=O)c3ccno3)cc2OC[C@H]1C
  BioA inh: 1.4

The whole of this part, from the start:
COc1ccc(S(=O)(=O)N(C)C[C@H]2Oc3c(NS(=O)(=O)c4ccc(Cl)cc4)cccc3C(=O)N([C@H](C)CO)C[C@@H]2C)cc1
  BioA inh: -0.3
COCC(=O)N[C@@H]1C=C[C@@H](CC(=O)NCc2ccc(Cl)cc2)O[C@H]1CO
  BioA inh: -1.4
CCCC#Cc1ccc2c(c1)O[C@@H](CN(C)C(=O)c1ccccc1)[C@@H](C)CN([C@H](C)CO)S2(=O)=O
  BioA inh: -0.4
COc1ccc(NC(=O)N2C[C@H](O)COC[C@@H]3O[C@H](CC(=O)N4CCOCC4)CC[C@H]32)cc1
  BioA inh: 33
C[C@@H]1CCCCO[C@H](CN(C)C(=O)Nc2ccccc2)[C@H](C)CN([C@@H](C)CO)C(=O)c2cc(NC(=O)NC3CCCCC3)ccc2O1
  BioA inh: -0.5
CCN1C[C@@H](C)[C@H](OC)CN(C)C(=O)c2ccc(NC(=O)c3ccno3)cc2OC[C@H]1C
  BioA inh: 1.4
O=C(c1ccc(F)cc1)N1CCCCN2[C@H](CO)[C@H](c3ccc(C#CC4(O)CCCC4)cc3)[C@@H]2C1
  BioA inh: -3.2
Cc1ccc(S(=O)(=O)N(C)C[C@H]2Oc3ccc(NC(=O)Nc4ccc(C(F)(F)F)cc4)cc3CC(=O)N([C@@H](C)CO)C[C@@H]2C)cc1
  BioA inh: 1.1
O=C(C[C@@H]1CC[C@H]2NC[C@H](O)COC[C@@H]2O1)NCc1ccc2c(c1)OCO2
  BioA inh: 0.0
C[C@H](CO)N1C[C@H](C)[C@@H](CN(C)Cc2ccncc2)Oc2ccc(NC(=O)NC3CCCCC3)cc2C1=O
  BioA inh: 0.7
COc1cc(/C=C(\C#N)C(=O)Nc2nnc(C(F)(F)F)s2)ccc1OCc1ccc(C(F)(F)F)cc1C(F)(F)F
  BioA inh: -2.4
C[C@H](CO)N1C[C@H](C)[C@H](CN(C)C(=O)NC2CCCCC2)OCCCC[C@H](C)Oc2ccc(NC(=O)C3CCCCC3)cc2C1=O
  BioA inh: 1.3
Cc1ccc(S(=O)(=O)Nc2ccc3c(c2)C(=O)N(C)[C@H]2CC[C@@H](CC(=O)O)O[C@@H]2CO3)cc1
  BioA inh: 1.6
COCC#Cc1ccc2c(c1)O[C@@H](CN(C)C(=O)CC1CC1)[C@H](C)CN([C@@H](C)CO)S2(=O)=O
  BioA inh: -0.6
OC[C@H]1[C@@H](c2ccc(-c3cccc(F)c3)cc2)[C@@H]2CN(CCC(F)(F)F)CCCCN12
  BioA inh: 0.6

O=C(C[C@H]1C[C@H]2c3cc(NS(=O)(=O)c4ccc(F)cc4)ccc3O[C@H]2[C@H](CO)O1)NC1CCCCC1
  BioA inh: 0.7
C/C=C/c1ccc2c(c1)O[C@H](CN(C)Cc1ccccn1)[C@H](C)CN([C@@H](C)CO)S2(=O)=O
  BioA inh: -0.1
COc1cccc(NC(=O)N2C[C@@H](O)COC[C@H]3O[C@@H](CC(=O)NC4CCC4)CC[C@@H]32)c1
  BioA inh: -0.5
COC(=O)C[C@@H]1CC[C@H]2[C@@H](COc3ccc(NC(=O)C4CCOCC4)cc3C(=O)N2C)O1
  BioA inh: 0.4
COCCOC(=O)N1C(=O)[C@@]2(c3ccccc31)[C@H](c1ccccc1OCCO)N1[C@H](c3ccccc3)[C@H](c3ccccc3)OC(=O)[C@H]1[C@@H]2C(=O)N1CCN(c2ncccn2)CC1
  BioA inh: -1.2
CCC(=O)N1[C@H](C(=O)OC)[C@@H](CO)[C@@H]2Cn3c(ccc(-c4cccc(F)c4)c3=O)[C@@H]21
  BioA inh: -1.8
O=C(CCN1CCCCC1)NCC[C@H]1CC[C@H](NC(=O)C2CCOCC2)[C@@H](CO)O1
  BioA inh: 0.0
CNC(=O)C[C@H]1CC[C@H]2[C@@H](COc3ccc(NC(=O)Nc4ccccc4OC)cc3C(=O)N2C)O1
  BioA inh: -1.9
C[C@H]1CCCCO[C@H](CN(C)Cc2ccccc2)[C@@H](C)CN([C@@H](C)CO)C(=O)c2cc(NC(=O)Nc3cccc4ccccc34)ccc2O1
  BioA inh: 3.1
CCCNC(=O)C[C@H]1CC[C@@H]2[C@@H](COc3ccc(NC(=O)c4cc(C)on4)cc3C(=O)N2C)O1
  BioA inh: -3.1
CCC(=O)N[C@@H]1CC[C@H](CC(=O)OC)O[C@H]1CO
  BioA inh: -2.2
COc1ccccc1-c1ccc([C@H]2[C@@H](CO)N(C(=O)NC(C)C)[C@H]2C#N)cc1
  BioA inh: -3.2
COc1cccc(C#Cc2ccc([C@@H]3[C@H](C#N)N(C(=O)C4CCC4)[C@H]3CO)cc2)c1
  BioA inh: 17
COc1ccc(NC(=O)Nc2ccc3c(c2)C(=O)N([C@@H](C)CO)C[C@H](C)[C@@H](CN(C)Cc2ccc(Cl)c(Cl)c2)OCCCC[C@@H](C)O3)cc1
  BioA inh: -2.1
C[C@@H]1CN([C@@H](C)CO)C(=O)c2cc(C3=CCCC3)cnc2O[C@@H]1CN(C)Cc1cccnc1
  BioA inh: -2.6

CO[C@H]1CC[C@@H]2CCOc3c(C#N)cccc3C(=O)N(C)C[C@@H](OC)[C@@H](C)C(=O)N(C)C[C@@H]1O2
  BioA inh: -1.8
O=C(c1cccc(F)c1)N1C[C@@H]2[C@H](c3ccccc31)[C@H](CO)N2C(=O)C1CC1
  BioA inh: -3.3
COc1ccccc1-c1ccc2c(c1)O[C@H](CN(C)S(=O)(=O)c1ccccc1)[C@@H](C)CN([C@@H](C)CO)S2(=O)=O
  BioA inh: -3.5
C[C@H](O)C#Cc1cnc2c(c1)C(=O)N([C@@H](C)CO)C[C@H](C)[C@@H](CN(C)C(=O)c1ccc(F)cc1)O2
  BioA inh: 1.3
CO[C@@H]1CN(C)C(=O)c2ccc(NS(C)(=O)=O)cc2OC[C@H](C)NC[C@@H]1C
  BioA inh: -3.3
COc1ccc(C#Cc2cnc3c(c2)C(=O)N([C@H](C)CO)C[C@H](C)[C@H](CN(C)Cc2ccncc2)O3)cc1OC
  BioA inh: 0.5
CCCC(=O)Nc1ccc2c(c1)C(=O)N(C)C[C@H](OC)[C@@H](C)CN(S(=O)(=O)c1cn(C)cn1)[C@@H](C)CO2
  BioA inh: 0.5
C[C@H](CO)N1C[C@H](C)[C@@H](CN(C)Cc2ccc(C(=O)O)cc2)Oc2ccc(NC(=O)c3ccncc3)cc2C1=O
  BioA inh: -5.2
CN1CCN(C(=O)C[C@@H]2CC[C@@H]3[C@H](COC[C@H](O)CN3Cc3ccc(Oc4ccccc4)cc3)O2)CC1
  BioA inh: 0.7
COc1ccccc1-c1cnc2c(c1)C(=O)N([C@H](C)CO)C[C@@H](C)[C@H](CN(C)Cc1cncnc1)O2
  BioA inh: -0.1
C[C@H]1CN([C@@H](C)CO)C(=O)Cc2cc(NC(=O)Nc3ccc4c(c3)OCO4)ccc2O[C@@H]1CN(C)CC1CC1
  BioA inh: 1.4
C[C@H](CO)N1C[C@H](C)[C@@H](CN(C)Cc2ccccc2)Oc2ccc(NC(=O)Nc3ccc(F)cc3)cc2CC1=O
  BioA inh: -2.9
O=C(Nc1ccccc1F)N[C@@H]1CC[C@@H](CCNS(=O)(=O)c2ccc(Cl)cc2)O[C@@H]1CO
  BioA inh: -3.3
COc1cccc(-c2ccc3n(c2=O)C[C@@H]2[C@@H](CO)[C@H](C(=O)NCC4CC4)N(C(C)=O)[C@H]32)c1
  BioA inh: -1.5
Cc1ccccc1-c1cnc2c(c1)C(=O)N([C@H](C)CO)C[C@@H](C)[C@@H](CN(C)C(=O)c1ccccc1)O2
  BioA inh: -0.3

Cc1noc(C)c1NC(=O)N(C)C[C@H]1OCCCC[C@@H](C)Oc2ccc(NS(=O)(=O)c3cn(C)cn3)cc2C(=O)N([C@@H](C)CO)C[C@H]1C
  BioA inh: 2.6
C[C@@H]1CN([C@H](C)CO)C(=O)c2cccc(NS(=O)(=O)c3cccs3)c2O[C@@H]1CN(C)Cc1ccc(C(=O)O)cc1
  BioA inh: -2.2
O=C(C[C@H]1C[C@H]2c3cc(NC(=O)C4CCC4)ccc3O[C@H]2[C@H](CO)O1)NCc1ccc(Cl)cc1
  BioA inh: -1.7
CC(C)NC(=O)Nc1ccc2c(c1)C(=O)N([C@H](C)CO)C[C@@H](C)[C@@H](CN(C)C(=O)Nc1cccc3ccccc13)O2
  BioA inh: 1.0
CO[C@@H]1CN(C)C(=O)c2ccc(NS(C)(=O)=O)cc2OC[C@@H](C)N(C(=O)c2ccc3c(c2)OCO3)C[C@H]1C
  BioA inh: -1.1
C[C@@H]1CN([C@@H](C)CO)C(=O)c2cc(NC(=O)Cc3ccccc3)ccc2O[C@@H](C)CCCCO[C@H]1CN(C)S(=O)(=O)c1cccs1
  BioA inh: 0.9
C[C@H](CO)N1C[C@H](C)[C@H](CN(C)S(=O)(=O)c2cn(C)cn2)Oc2c(NC(=O)c3ccncc3)cccc2C1=O
  BioA inh: 0.0
CO[C@H]1CN(C)C(=O)c2ccc(NC(=O)C3CCCCC3)cc2OC[C@@H](C)NC[C@@H]1C
  BioA inh: -2.5
O=C(N[C@H]1CC[C@H](CCNS(=O)(=O)Cc2ccccc2)O[C@@H]1CO)c1ccc2c(c1)OCO2
  BioA inh: 1.3
O=C(Nc1ccc(F)cc1)N[C@H]1CC[C@@H](CCn2cc(-c3ccc(F)cc3)nn2)O[C@@H]1CO
  BioA inh: 1.0
C[C@@H]1CN([C@H](C)CO)C(=O)c2cc(C#Cc3ccc(F)cc3)cnc2O[C@@H]1CN(C)CC1CCOCC1
  BioA inh: -0.3
CN(C)CC(=O)N[C@@H]1CC[C@H](CCn2cc(C3CCCCC3)nn2)O[C@@H]1CO
  BioA inh: 1.9
C[C@@H]1CCCCO[C@H](CN(C)C(=O)Nc2ccccc2)[C@@H](C)CN([C@H](C)CO)C(=O)c2cc(NS(=O)(=O)c3ccc(Cl)cc3)ccc2O1
  BioA inh: -3.9
C[C@@H]1CCCCO[C@H](CN(C)C(=O)CCC(F)(F)F)[C@H](C)CN([C@@H](C)CO)C(=O)c2cc(NS(=O)(=O)c3ccc(Cl)cc3)ccc2O1
  BioA inh: 2.1
C[C@H]1CCCCO[C@H](CN(C)Cc2ccc3c(c2)OCO3)[C@@H](C)CN([C@@H](C)CO)C(=O)c2cc(N(C)C)ccc2O1
  BioA inh: -0.9

CO[C@@H]1CN(C)C(=O)c2cc(NC(C)=O)ccc2OC[C@H](C)N(Cc2ccc(F)cc2)C[C@@H]1C
  BioA inh: 0.5
COc1ccc(S(=O)(=O)Nc2ccc3c(c2)C(=O)N([C@H](C)CO)C[C@H](C)[C@H](CN(C)C(=O)NC2CCCCC2)OCCCC[C@@H](C)O3)cc1
  BioA inh: -0.6
OC[C@H]1[C@@H](c2ccc(C#Cc3ccccc3F)cc2)[C@@H]2CN(CC3CCOCC3)CCCCN12
  BioA inh: -3.0
COc1ccc(CN(C)C[C@H]2Oc3c(NC(=O)Nc4c(C)noc4C)cccc3C(=O)N([C@@H](C)CO)C[C@H]2C)cc1
  BioA inh: -1.5
CCCC(O)C#Cc1cnc2c(c1)C(=O)N([C@H](C)CO)C[C@H](C)[C@H](CN(C)C(=O)Nc1cccc3ccccc13)O2 (some centres undefined)
  BioA inh: -1.7
C[C@@H]1CN([C@@H](C)CO)C(=O)c2cccc(NC(=O)c3ccncc3)c2O[C@@H]1CN(C)Cc1ccccc1
  BioA inh: -0.2
CN(C)CC(=O)N[C@@H]1CC[C@@H](CCn2cc(C3CCCCC3)nn2)O[C@H]1CO
  BioA inh: -1.9
COc1ccc(-c2cnc3c(c2)C(=O)N([C@H](C)CO)C[C@H](C)[C@H](CN(C)C(=O)Cc2ccncc2)O3)cc1
  BioA inh: 2.4
O=C(C[C@@H]1C[C@@H]2c3cc(NC(=O)c4cccnc4)ccc3O[C@@H]2[C@H](CO)O1)NCc1cccnc1
  BioA inh: 27
CCC(=O)Nc1ccc2c(c1)C(=O)N(C)C[C@H](OC)[C@H](C)CN(C(=O)c1cccnc1)[C@@H](C)CO2
  BioA inh: 0.9
COc1ccc(S(=O)(=O)Nc2ccc3c(c2)C(=O)N([C@H](C)CO)C[C@@H](C)[C@@H](CN(C)Cc2ccncc2)OCCCC[C@H](C)O3)cc1
  BioA inh: -0.8
C[C@@H]1CCCCO[C@@H](CN(C)Cc2ccncc2)[C@H](C)CN([C@H](C)CO)C(=O)c2cc(NS(=O)(=O)c3ccc(F)cc3)ccc2O1
  BioA inh: -1.6
COc1cccc(-c2ccc3c(c2)[C@H]2[C@H](CCN2C(=O)C2CCOCC2)[C@@H](CO)N3)c1
  BioA inh: 9.2
C[C@@H]1CN([C@@H](C)CO)C(=O)c2cc(C#CCN(C)C)cnc2O[C@H]1CN(C)Cc1ccncc1
  BioA inh: 0.6
Cc1noc(C)c1S(=O)(=O)N(C)C[C@H]1OCCCC[C@H](C)Oc2ccc(NC(=O)Nc3cccc4ccccc34)cc2C(=O)N([C@@H](C)CO)C[C@@H]1C
  BioA inh: 1.1

C[C@H](O)C#Cc1ccc2c(c1)O[C@@H](CN(C)C(=O)c1ccccc1)[C@H](C)CN([C@H](C)CO)S2(=O)=O
  BioA inh: -0.1
COC(=O)C[C@H]1CC[C@H](N)[C@@H](CO)O1
  BioA inh: -1.8
CC(=O)N(C)C[C@H]1Oc2cc(C#Cc3ccccn3)ccc2S(=O)(=O)N([C@@H](C)CO)C[C@H]1C
  BioA inh: 0.2
C[C@@H]1CCCCO[C@@H](CN(C)C(=O)C2CCCCC2)[C@@H](C)CN([C@H](C)CO)C(=O)c2cc(NC(=O)c3ccccc3)ccc2O1
  BioA inh: -3.8

An excerpt (hit frequency here may not be typical).
